GRP78 ERSR act – qHTS for Inducers of the Endoplasmic Reticulum Stress Response (ERSR) in Human Glioma: qHTS; U87-MG GRP78 promoter luciferase reporter, 16 h; Potency, µM, without a hit: top-dose activation, most hits filed as activators; hit rate 0.02% among 420,000; further: potency means the concentration at half of the fitted maximal effect; series mostly up to about 76 µM; % of control where 0% means no effect; nearly all actives have a fitted effect of over 35% in size
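ERSR induction read as luciferase luminescence (Bright-Glo, 10 min at room temperature) in stably transfected human U87-MG glioma cells exposed to compounds for 16 h, using GRP78 as sensor.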
mIDH1 inhibitor – qHTS for Inhibitors of mutant isocitrate dehydrogenase 1 (IDH1): qHTS. Isocitrate dehydrogenase [NADP] cytoplasmic (Homo sapiens), O75874. IDH1-R132H enzyme, NADPH consumption, diaphorase/resazurin fluorescence. Potency, µM (titrated, usually from 76.6 µM), inactives show at the top dose activity change, negative = inhibition, most hits filed as inhibitors. hit rate 0.093% among 390,000. AID 602179, 2012; further: potency means the concentration at half of the fitted maximal effect; on the % scale 0 is the no-effect control and ±100 the full control effect; nearly all actives have a fitted effect of over 65% in size
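IDH1-R132H (0.5 ug/mL dispensed) in pH 7.5 Tris buffer was preincubated 30 min with compound, then given a substrate mix of 0.016 mM NADPH and 2 mM alpha-KG for 80 min at room temperature; remaining NADPH was read by diaphorase/resazurin fluorescence.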
LDHA block – qHTS assay for inhibitors of human lactate dehydrogenase; hit rate 0.15% among 480,000; activity change, % (values are at about 110 or 230 µM); purified LDHA, NADH/diaphorase-resazurin fluorescence; active compounds read low; in the data active means activity change below about -30%; inconclusive means mostly about -25% to -30%;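 further: plate controls were DMSO wells for no effect and wells without enzyme for full effect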
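LDH5 2 nM; NADH 0.06 mM, pyruvate 0.2 mM; 200 mM Tris pH 7.4, EDTA, Tween-20; 5 min RT. Detection: diaphorase 0.133 mg/mL + resazurin 37 µM, fluorescence ex540/em590 at 0 and 20 min; normalized to enzyme-free and DMSO wells.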
USP1 inh – Inhibitors of USP1/UAF1: Primary Screen; recombinant USP1/UAF1, Ub-Rhodamine cleavage fluorescence; hit rate 0.23% among 390,000; Potency, µM (series often up to 57.1 µM), for the others: at the top dose activity change, negative = inhibition, hits mostly inhibitors; Ubiquitin carboxyl-terminal hydrolase 1 (Homo sapiens), O94782; further: potency means the concentration at half of the fitted maximal effect; on the % scale 0 is the no-effect control and ±100 the full control effect; nearly all actives have a fitted effect of over 60% in size; inactives centre near -12
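USP1/UAF1 complex (1 nM) preincubated 15 min at room temperature with compound, then Ub-Rho substrate (150 nM final) added. Kinetic fluorescence at 480/540 nm over 6 reads at 60 s intervals; 50 mM HEPES pH 7.8, 0.5 mM EDTA, 0.1 mg/ml BSA, 1 mM TCEP, 0.01% Tween-20.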
TrxR1 substrate – qHTS Assay for Substrates of Mammalian Selenoprotein Thioredoxin Reductase 1 (TrxR1): qHTS. Thioredoxin reductase 1, cytoplasmic (Rattus norvegicus), O89049. hit rate 0.01% among 390,000. purified TrxR1 substrate turnover, NADPH consumption readout. Potency, µM (titrated, usually from 114 µM), inactives show at the highest dose activity change, negative = substrate turnover; further: potency means the concentration at half of the fitted maximal effect; on the % scale 0 is the no-effect control and ±100 the full control effect; nearly all actives have a fitted effect of over 50% in size
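Rat TrxR1, dispensed at 90 nM, was prereduced with 400 uM NADPH (final) for 5 min at ~22 deg C, then incubated with compound 15 min before 400 uM selenite. A first-read NADPH fluorescence drop versus no-compound background flagged substrates.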
Vif-APOBEC3G blk – qHTS for Inhibitors of Vif-A3G Interactions: qHTS; AID 602310, 2012; HeLa A3G-eYFP + Vif (tagged APOBEC3G with the HIV-1 protein that degrades it), YFP fluorescence, overnight; hit rate 0.076% among 410,000; Potency, µM (top dose mostly 46.1 µM), without a hit: top-dose activity, negative = active, most hits filed as inhibitors; DNA dC->dU-editing enzyme APOBEC-3G (Homo sapiens), Q9HC16;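 further: potency means the concentration at half of the fitted maximal effect; on the % scale 0 is the no-effect control and ±100 the full control effect; nearly all actives have a fitted effect of over 60% in size; hits raise eYFP signal because A3G escapes Vif-driven loss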
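HeLa cells stably expressing Vif and C-terminally eYFP-tagged A3G, seeded overnight at 37 deg C, then exposed to compound by pintool overnight at 37 deg C. Rise in yellow fluorescence (Ex 488/Em 500-530, Acumen) marks blocked Vif-driven A3G degradation.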
RXFP1 ag – qHTS Assay for Agonists of the Relaxin Receptor RXFP1; Relaxin receptor 1 (Homo sapiens), Q9HBX9; HEK293T-RXFP1 cAMP TR-FRET, 30 min; response scale: percent of porcine relaxin response, buffer zero; Potency, µM (doses to about 57.5 µM), inactives show at the highest dose activation, most hits filed as activators; hit rate 0.3% among 370,000; AID 2676, 2010; further: potency means the concentration at half of the fitted maximal effect; on the % scale 0 is the no-effect control and ±100 the full control effect; nearly all actives have a fitted effect of over 60% in size; many of its hits are not listed in these tables
Target sequence (Q9HBX9 whole entry, looked up): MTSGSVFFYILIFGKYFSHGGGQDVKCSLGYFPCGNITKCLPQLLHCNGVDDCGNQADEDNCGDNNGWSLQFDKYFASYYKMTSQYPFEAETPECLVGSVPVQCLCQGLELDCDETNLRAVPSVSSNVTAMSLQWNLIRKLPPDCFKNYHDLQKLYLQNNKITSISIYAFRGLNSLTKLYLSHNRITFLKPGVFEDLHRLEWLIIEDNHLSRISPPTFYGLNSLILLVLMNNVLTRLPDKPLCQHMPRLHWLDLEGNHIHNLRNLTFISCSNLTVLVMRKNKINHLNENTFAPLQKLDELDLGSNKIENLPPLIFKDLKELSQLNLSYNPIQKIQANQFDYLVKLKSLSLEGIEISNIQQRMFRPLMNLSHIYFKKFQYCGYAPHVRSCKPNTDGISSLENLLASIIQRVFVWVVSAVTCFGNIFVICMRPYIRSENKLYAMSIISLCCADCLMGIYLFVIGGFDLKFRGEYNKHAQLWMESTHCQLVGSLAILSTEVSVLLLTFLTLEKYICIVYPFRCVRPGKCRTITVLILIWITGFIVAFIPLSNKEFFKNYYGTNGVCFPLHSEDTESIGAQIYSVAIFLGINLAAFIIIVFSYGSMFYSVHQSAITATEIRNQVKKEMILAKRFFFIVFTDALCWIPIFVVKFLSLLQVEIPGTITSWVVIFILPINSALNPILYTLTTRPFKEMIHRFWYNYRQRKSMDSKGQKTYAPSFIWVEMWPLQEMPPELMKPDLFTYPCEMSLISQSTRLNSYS
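HEK293 cells stably expressing RXFP1, treated 30 min at 37C with compounds plus PDE4 inhibitor Ro 20174; cAMP measured by HTRF TR-FRET. Normalized to buffer and 29 nM porcine relaxin; EC50 by Hill fit.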
PI4K2A block – qHTS for small molecular inhibitors of PI4K2A. Phosphatidylinositol 4-kinase type 2-alpha (Homo sapiens), Q9BTU6. purified PI4K2A, ADP-Glo luminescence, 1 h; active compounds read low. activity change, negative = inhibition, % at 76.9 µM. hit rate 0.13% among 420,000. AID 1346378, 2018; in the data active means activity change below about -50%; inconclusive means mostly about -30% to -49%;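 further: -100% = wells without enzyme as full effect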
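PI4K2A activity was measured by ADP-Glo luminescence: enzyme (4 ug/mL stock) and phosphatidylinositol (1.2 mM stock) in Tris pH 7.5/MgCl2/EGTA/Triton X-100 buffer were reacted with ATP (300 microM stock) for one hour at ambient temperature.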
Vif-A3F inh – qHTS for Inhibitors of Vif-A3F Interactions: qHTS. HeLa A3F-eYFP + Vif (tagged APOBEC3F with the HIV-1 protein that degrades it), YFP fluorescence increase. Potency, µM (highest dose often 46.1 µM), inactives show at the top dose activity, negative = active. hit rate 0.2% among 390,000. AID 602313, 2012; further: potency means the concentration at half of the fitted maximal effect; % of control where 0% means no effect; nearly all actives have a fitted effect of over 65% in size
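HeLa cells stably expressing Vif plus C-terminally eYFP-tagged A3F were seeded, incubated overnight at 37 deg C, dosed with compound, incubated overnight again at 37 deg C. Yellow fluorescence (Ex 488/Em 500-530) reported blocked Vif-mediated A3F-eYFP degradation.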
An asterisk follows results filed as active; ? = inconclusive; · = no result given; [ ] = dose if it differs, or a comment. Unless noted, the call rests on the fitted dose curve; in most records, active means well fitted curve in the direction sought with a large enough effect; inconclusive means small, poorly fitted or top-dose-only effect, or another doubt; inactive means no such curve, though single readings can be large; an effect the other way counts as inactive or inconclusive. This is a subset; rates above refer to the full screens.

molecule | RXFP1 ag | LDHA block | Vif-A3F inh | GRP78 ERSR act | Vif-APOBEC3G blk | PI4K2A block | mIDH1 inhibitor | USP1 inh | TrxR1 substrate
O=S(=O)(c1cc(Cl)ccc1Cl)N1CCN(c2ccccn2)CC1 | 0.9% | -4 | 0% | -8% | -3% | 2 | 1% | ? | 6%[57.1 µM]
CCS(=O)(=O)N1CCCC(C(=O)NC2CCC(C)CC2)C1 (centres undefined) | -0.5% | -6 | -10% | 1% | 5% | -14 | -3% | -2% | 2%
O=C(Cn1c(=O)cnc2ccccc21)Nc1cccc(S(=O)(=O)N2CCOCC2)c1 | 3.8% | -3 | -3% | -4% | 2% | -3 | 11% | -8% | 11%
Cc1ccc(C(=O)N2CCN(c3ccc([N+](=O)[O-])c(NCc4ccco4)c3)CC2)cc1 | 1.9% | -2 | 7% | -4% | -1% | 4 | 0% | -14% | -7%[57.1 µM]
CCCc1nc(SCc2ccccc2Cl)n[nH]1 | -1.2% | -2 | · | -2% | -1% | -4 | 8% | 2% | -14%
CCCCNC(=O)Nc1ccccc1C(=O)Nc1ccc(OC)cc1 | -0.4% | -6 | 1% | 2% | -5% | -3 | 5% | -1% | 6%[57.1 µM]
CCCCOc1ccc(C(=O)OC(C)CN(C)C)cc1 (centres undefined) | 2.4% | -7 | -3% | -1% | 1% | 3 | -1% | 3% | 0%[57.1 µM]
CNC[C@@H]1Oc2cc(Br)ccc2S(=O)(=O)N([C@@H](C)CO)C[C@@H]1C | · | -6 | -3% | -2% | 3% | -1 | 0% | -22% | ·
CCNC(=S)Nc1ccc2c(c1)c(=O)n(C)n2Cc1ccc(Cl)cc1 | · | 5 | · | 2% | 0% | -5 | · | · | ·
COC(=O)COc1ccc2c(c1)O/C(=C\c1cccc([N+](=O)[O-])c1)C2=O | 2.5% | 0 | -5% | -1% | 1% | -1 | 7% | -14% | 8%
O=C(Nc1ccc(Cl)c(C(F)(F)F)c1)C1CCCN(S(=O)(=O)c2cccc3cccnc23)C1 (centres undefined) | 4.5% | 1 | -1% | -3% | 1% | -2 | 6% | 7% | 2%[57.1 µM]
CC1=C(C)CC(C(=O)Nc2cccc(Cl)c2)C(C(=O)O)C1 (centres undefined) | 1.0% | 4 | 1% | -2% | 0% | -9 | 8% | -18% | -1%
CCc1ccc(-c2nc(CS(=O)CC(=O)NCCN3CCCCCC3)c(C)o2)cc1 (centres undefined) | -0.3% | 0 | 1% | 0% | -1% | 2 | 9% | -22% | 7%
O=C(/C=C/c1ccc2c(c1)OCO2)Nc1cc(S(=O)(=O)N2CCOCC2)ccc1N1CCOCC1 | -0.8% | 0 | 2% | -5% | -2% | 3 | 4% | -6% | -8%
OCCc1ccc(-c2ccc(Cl)cc2)o1 | 0.6% | -4 | -3% | 2% | 0% | 5 | 0% | -15% | 1%
Brc1ccc(-c2nnc3sc(CN4CCCCC4)cn23)cc1 | 20% | -3 | -5% | -3% | 2% | -1 | -14% | -2% | 6%
Cc1ccc(-c2nc(CS(=O)CC(=O)NCCN3CCCC3)c(C)o2)cc1 (centres undefined) | -0.1% | 3 | 7% | -3% | -1% | -3 | 18% | -11% | 8%
Cc1ccc(CNC(=O)CSc2nnc(C)c3c(C)n(-c4ccccc4)nc23)cc1 | 16% | -5 | -2% | -6% | -26% | 1 | 0% | 7% | -5%
CC(CCc1ccccc1)NC(=O)CNC(=O)c1cccs1 (centres undefined) | 0.7% | 1 | 0% | -5% | 2% | 5 | 5% | -13% | 2%
O=S(=O)(Cc1cc(Cl)nc(-c2ccccc2)n1)c1ccccc1 | 1.4% | -5 | -2% | -2% | -7% | 3 | -1% | -23% | 6%
CCCN1CCN(CCCNC(=O)c2cnn(-c3ccc(C)cc3)c2-n2cccc2)CC1 | 1.8% | 1 | 7% | 6% | 2% | 6 | 12% | -11% | 4%
O=S(=O)(Nc1ccc(N2CCOCC2)cc1)c1cc(Cl)ccc1Cl | -1.5% | 7 | 11% | -1% | 1% | 0 | 2% | -2% | 4%[57.1 µM]
COc1cccc2c(=O)cc(C)n(CC(=O)Nc3ccc(C)c(C)c3)c12 | -1.3% | 0 | 3% | -2% | 0% | -5 | 3% | -14% | 5%
COc1ccc(NC(=O)c2ccc3c(c2)S(=O)(=O)c2ccccc2C3=O)cc1 | · | -4 | -1% | -6% | -1% | -1 | -3% | -14% | -5%

Next part, overlapping the part above by three compounds.
molecule | RXFP1 ag | LDHA block | Vif-A3F inh | GRP78 ERSR act | Vif-APOBEC3G blk | PI4K2A block | mIDH1 inhibitor | USP1 inh | TrxR1 substrate
O=S(=O)(Nc1ccc(N2CCOCC2)cc1)c1cc(Cl)ccc1Cl | -1.5% | 7 | 11% | -1% | 1% | 0 | 2% | -2% | 4%[57.1 µM]
COc1cccc2c(=O)cc(C)n(CC(=O)Nc3ccc(C)c(C)c3)c12 | -1.3% | 0 | 3% | -2% | 0% | -5 | 3% | -14% | 5%
COc1ccc(NC(=O)c2ccc3c(c2)S(=O)(=O)c2ccccc2C3=O)cc1 | · | -4 | -1% | -6% | -1% | -1 | -3% | -14% | -5%
NS(=O)(=O)c1ccc(CCNC(=O)CSc2nc3ccsc3c(=O)n2CCCCCC(=O)O)cc1 | 3.0% | 0 | 5% | 0% | -1% | 7 | -11% | -6% | 2%
CCNC(=O)C1(C)CCN(C(=O)C(c2ccccc2)c2ccccc2)C1 (centres undefined) | · | -5 | · | 0% | 1% | -1 | · | · | ·
Cc1ccc(CN2CCN(CC(=O)N=Nc3c(O)[nH]c4ccccc34)CC2)cc1 | 0.0% | -12 | -12% | -5% | 1% | -5 | 6% | -12% | 5%[57.1 µM]
CC(OC(=O)C1CSC2(c3ccc(F)cc3)CCC(=O)N12)C(=O)NC(N)=O (centres undefined) | 0.5% | -3 | 11% | 2% | -4% | 3 | 6% | -23% | -11%[57.1 µM]
COc1ccc(Cn2c(C)c(C)c(C#N)c2NC(=O)Nc2ccc(Cl)cc2)cc1 | -0.6% | 1 | 1% | -4% | -13% | -24 | 8% | -13% | 2%
COc1ccc(Br)c(C(=O)NNC(=O)c2ccc(NS(=O)(=O)c3cccs3)cc2)c1 | -1.4% | -8 | -11% | ? | -6% | -2 | 19% | -11% | -8%
Cc1ccc(NC(=O)Cn2cnc(C(=O)Nc3ccc(C)c(C)c3)n2)cc1C | · | -9 | 8% | 3% | 0% | -6 | 7% | 2% | 1%
COc1ccccc1NC(=O)c1nn(C)cc1Br | 1.6% | -6 | 2% | -2% | 0% | 4 | 6% | -17% | -4%[57.1 µM]
Cc1cc(C)cc(NC(=O)CCN2C(=O)c3ccccc3S2(=O)=O)c1 | 6.2% | -2 | 1% | -2% | 4% | 0 | -6% | -8% | 5%[57.1 µM]
CC(=O)Nc1ccc2nc3c(=O)n(C)c(=O)n(C)c3nc2c1C | 8.4% | -2 | -1% | -4% | 3% | -4 | 2% | ? | -5%
C=CCN(CC=C)S(=O)(=O)c1ccc(C(=O)Nc2nnc(COC)o2)cc1 | -0.4% | 0 | 3% | -4% | 4% | -6 | 0% | 6% | -5%
O=C(NCCc1ccccc1)C1(S(=O)(=O)c2ccc(Cl)cc2)CC1 | 4.4% | -4 | 1% | -6% | 5% | -1 | -5% | -13% | -7%
Cc1ccc(OCC(=O)N2CCOCC2)cc1C | 0.5% | 1 | -28% | 0% | 1% | -2 | 6% | 3% | -3%
Cn1cc(C(=O)N2CCCC(Nc3ccc(F)cc3)C2)c2ccccc21 (centres undefined) | -2.0% | 2 | 4% | -3% | 5% | -5 | 2% | -5% | -2%
C=CCn1c(SCC(=O)c2c(N)n(CCC)c(=O)n(C)c2=O)nc2sc(CC)cc2c1=O | 1.1% | 0 | 5% | -1% | -1% | 3 | 3% | -23% | -10%[57.1 µM]
O=C(O)CC(Cn1[nH]nnc1=S)c1ccccc1 (centres undefined) | -2.6% | 1 | -5% | -3% | -1% | -11 | 2% | -10% | 1%
